High-throughput results as filed in PubChem BioAssay.
CHO-K1 Ca antag: counter-screen for M1 antagonists: effect in parental CHO-K1 cells; actives 0.6% (n = 360,000); inhibition, % at 3 µM; ATP-induced calcium, Fluo-8 fluorescence;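 active means inhibition above a per-plate cutoff, the plate's mean sample inhibition plus 3 SD, cut at about 24% in these data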;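 further: 0% = DMSO plus EC80 ATP and 100% = DMSO alone without ATP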
CHO parental Ca: ATP-evoked calcium signal inhibitors, parental CHO, primary screen, counter-screen for OX1R antagonist project, cell-based, fluorescence, Fluo-8 calcium dye; parental CHO-K1, ATP-induced calcium, Fluo-8 fluorescence; inhibition, % at 5.6 µM; actives 0.63% (n = 330,000); AID 463079, 2010;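 active means inhibition above that plate's mean sample inhibition plus 3 SD, cut at about 26% in these data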;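 further: 0% = ATP-challenged DMSO wells and 100% = DMSO wells without ATP; some compounds past the cut are filed as inactive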
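Test system: untransfected parental CHO cell line. Compound: one dose, 5.6 µM nominal. Detection: intracellular calcium via Fluo-8 no-wash fluorescent dye. Measure: % inhibition. Benchmarks: ATP-challenged DMSO wells low, unchallenged DMSO wells high.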
TAAR1 antagonist: human TAAR1 antagonists, primary screen, Fluo-8 calcium fluorescence, CHO RD-HGA16 cells | Trace amine-associated receptor 1 (Homo sapiens), Q96RJ0 | antagonist | inhibition, % at 3 µM | actives 1.5% (n = 360,000);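 active means inhibition above a per-plate cutoff, the mean inhibition of test compounds on that plate plus 3 SD, cut at about 49% in these data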;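 further: 0% = DMSO plus EC80 beta-PEA response and 100% = DMSO alone without agonist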
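Test system – hTAAR1-expressing CHO RD-HGA16 cells, Gα16-coupled · Reagent – β-PEA at EC80 concentration, post-compound challenge · Compound dosing – 3 µM, single point · Timing – 140 s kinetic read after compound, 140 s after agonist · Detection – Fluo-8 intracellular calcium dye fluorescence, real-time kinetic reads · Control set – DMSO and EC80 PEA controls · Repeats – n of 1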
M1 PAM parental: nonselective calcium activators in parental CHO-K1 cells, primary screen, counter-screen for M1 PAM project, cell-based, Fluo-8 calcium fluorescence, full deck, 1536-well. ATP EC20; 0% at ATP EC20, 100% at ATP max. activation, % at 3 µM. actives 0.02% (n = 360,000);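 active means activation above the run cutoff, the mean activation of all test compounds plus 3 SD, cut at about 40% in these data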;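 further: peak over basal fluorescence ratio in a 140 s read after ATP addition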
OXTR ag: human OXTR agonists, primary screen, fluorescence, CHO-OTR cells, Fluo-8 calcium | Oxytocin receptor (Homo sapiens), P30559 | Fluo-8 calcium fluorescence; normalized: DMSO 0%, oxytocin 100% | activation, % at 3 µM | actives 0.32% (n = 320,000);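 active means activation above the mean of all tested compounds plus 3 SD, cutoff set per screening run, cut at about 20% in these data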;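 further: peak over basal fluorescence ratio from a 100 s FLIPR kinetic read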
Target sequence (P30559 whole entry, looked up): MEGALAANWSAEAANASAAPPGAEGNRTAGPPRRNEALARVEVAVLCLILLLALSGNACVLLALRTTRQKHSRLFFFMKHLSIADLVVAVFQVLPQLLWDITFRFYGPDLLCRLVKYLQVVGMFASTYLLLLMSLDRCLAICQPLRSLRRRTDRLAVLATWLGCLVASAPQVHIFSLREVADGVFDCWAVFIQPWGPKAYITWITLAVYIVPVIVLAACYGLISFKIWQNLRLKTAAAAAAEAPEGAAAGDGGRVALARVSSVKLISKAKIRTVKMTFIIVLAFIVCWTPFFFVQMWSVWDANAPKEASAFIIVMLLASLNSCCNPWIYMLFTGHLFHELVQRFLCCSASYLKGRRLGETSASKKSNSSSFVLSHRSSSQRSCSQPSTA
V1R ag counter: agonists of human V1a receptor, primary screen, counter-screen for OXTR agonist project, fluorescence, CHO-V1R cells. actives 0.25% (n = 320,000). activation, % at 3 µM. Fluo-8 calcium fluorescence, agonist mode; 0% DMSO, 100% 3 nM vasopressin. Vasopressin V1a receptor (Homo sapiens), P37288;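 active means activation above the mean activation of all tested compounds plus 3 SD, per screening run, cut at about 20% in these data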;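 further: signal is peak over basal fluorescence ratio across a 100 second FLIPR read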
Target sequence (P37288 whole entry, looked up): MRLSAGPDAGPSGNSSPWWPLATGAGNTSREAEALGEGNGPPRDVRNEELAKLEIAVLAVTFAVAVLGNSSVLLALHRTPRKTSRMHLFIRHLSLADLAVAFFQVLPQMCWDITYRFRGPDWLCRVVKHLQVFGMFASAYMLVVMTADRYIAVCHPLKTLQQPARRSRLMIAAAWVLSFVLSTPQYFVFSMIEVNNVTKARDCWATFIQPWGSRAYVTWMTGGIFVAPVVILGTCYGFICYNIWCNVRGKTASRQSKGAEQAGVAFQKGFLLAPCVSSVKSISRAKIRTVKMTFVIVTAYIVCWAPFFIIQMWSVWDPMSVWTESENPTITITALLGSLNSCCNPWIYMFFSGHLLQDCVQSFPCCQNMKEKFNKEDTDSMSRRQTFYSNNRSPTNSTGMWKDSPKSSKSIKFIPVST
M1 ag parental: counter-screen for M1 agonists: effect in parental CHO-K1 cells | activation, % at 3 µM | AID 602248, 2012 | Fluo-8 calcium fluorescence; scaled to maximal ATP response, vehicle zero | actives 0.48% (n = 360,000); in the data active means activation above about 15%;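 further: untransfected CHO-K1 host cells lacking M1 receptor as counterscreen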
GPR7 antag: GPR7 receptor antagonists, primary screen, cell-based, fluorescence, single concentration. Neuropeptides B/W receptor type 1 (Homo sapiens), P48145. GPR7-expressing cells, fluorescence antagonist assay. inhibition, % at 4.4 µM. actives 1.1% (n = 290,000). AID 1861, 2009; in the data active means inhibition above about 16%, passing the limit was not always enough;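 further: cells stimulated with the agonist NPW; 0% = agonist with vehicle and 100% = vehicle without agonist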
OXTR potentiator: human OXTR potentiators, primary screen, fluorescence, CHO-OTR cells, Fluo-8 calcium. Fluo-8 calcium fluorescence, potentiator mode; 0% = oxytocin EC15, 100% = EC100. actives 0.061% (n = 320,000). activation, % at 3 µM;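 active means activation above that plate's cutoff, the mean activation of tested compounds plus 3 SD, cut at about 6.6% in these data, passing the limit was not always enough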;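 further: 100% uses oxytocin at 75 nM as the full agonist control; some results filed as inactive read as strong as hits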
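Dosing: Single dose, 3.0 µM nominal final compound concentration | Material: Human OTR in CHO cells | Technique: Kinetic Fluo-8 calcium fluorescence | Benchmarks: EC15 oxytocin alone as 0%, 75 nM oxytocin as 100% | Probe or stimulus: Oxytocin at about EC15, sub-maximal agonist stimulus | Incubation: Compound 6 min at room temperature before oxytocin, 100 s read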
Active calls of the source: *.

How did O=C(Nc1ccc(Cl)cn1)c1ccc2[nH]c(=O)c(=O)[nH]c2c1 do in these assays?
CHO-K1 Ca antag: -8; CHO parental Ca: -9; TAAR1 antagonist: -3; M1 PAM parental: 7; OXTR ag: 0.3; V1R ag counter: 0.1; M1 ag parental: 2.1; GPR7 antag: -13; OXTR potentiator: -1

Results for CCCc1nc2n[nH]c(N)c2c2c1COC(C)(C)C2 ?
CHO-K1 Ca antag: 0; CHO parental Ca: 1; TAAR1 antagonist: 7; M1 PAM parental: 10; OXTR ag: 0.4; V1R ag counter: -0.1; M1 ag parental: 0.5; GPR7 antag: -3; OXTR potentiator: -6

Results for N=c1c(-c2nc3ccccc3[nH]2)cc(C(=O)c2cccs2)nn1-c1ccc(Cl)cc1 ?
CHO parental Ca: -11; OXTR ag: -1.6; V1R ag counter: -0.3; GPR7 antag: -11; OXTR potentiator: -6

How did COC(=O)C(C(=O)OC)c1ncccc1[N+](=O)[O-] do in these assays?
CHO-K1 Ca antag: 4; CHO parental Ca: -13; TAAR1 antagonist: -6; M1 PAM parental: -4; OXTR ag: 0.8; V1R ag counter: -2.5; M1 ag parental: -0.1; GPR7 antag: -7; OXTR potentiator: 1

Results for CN(C)CCNc1oc(/C=C/c2ccccc2)nc1C#N ?
CHO-K1 Ca antag: -1; CHO parental Ca: -19; TAAR1 antagonist: -10; M1 PAM parental: 5; OXTR ag: 0.7; V1R ag counter: 0.1; M1 ag parental: -0.5; GPR7 antag: -10; OXTR potentiator: -6

How did Cc1cc(C)c(OCCCCNCc2ccccc2)c(Cl)c1 do in these assays?
CHO-K1 Ca antag: 4; CHO parental Ca: -7; TAAR1 antagonist: -8; M1 PAM parental: 7; OXTR ag: 16; V1R ag counter: 8.7; M1 ag parental: 2.9; GPR7 antag: 0; OXTR potentiator: -5

Results for CSc1ccccc1NC(=O)CN(C)C(=O)CNc1ccc(C(F)(F)F)cc1[N+](=O)[O-] ?
CHO-K1 Ca antag: -24; CHO parental Ca: 4; TAAR1 antagonist: 1; M1 PAM parental: 19; OXTR ag: 0.1; V1R ag counter: 1.1; M1 ag parental: 0.3; OXTR potentiator: -2

How did CCO[C@@H]1OC(C(=O)NCc2nc3ccccc3[nH]2)=C[C@H](c2ccccc2)[C@H]1CCCO do in these assays?
CHO-K1 Ca antag: 10; CHO parental Ca: -14; TAAR1 antagonist: 35; M1 PAM parental: -14; OXTR ag: -0.6; V1R ag counter: 0.4; M1 ag parental: 0.6; GPR7 antag: -18; OXTR potentiator: -7

Results for O=C(CN1CCCCC1)Nc1nc(-c2ccc(F)c(F)c2)cs1 ?
CHO-K1 Ca antag: -7; CHO parental Ca: 1; TAAR1 antagonist: 49*; M1 PAM parental: -8; OXTR ag: 0.8; V1R ag counter: 7.1; M1 ag parental: 8.5; GPR7 antag: -6; OXTR potentiator: -9

How did COCCNC(=O)c1ccc(CS(=O)(=O)c2cccc(C(F)(F)F)c2)o1 do in these assays?
CHO-K1 Ca antag: -7; CHO parental Ca: -9; TAAR1 antagonist: -8; M1 PAM parental: 4; OXTR ag: 0.6; V1R ag counter: 0.6; M1 ag parental: 0.5; GPR7 antag: 6; OXTR potentiator: -12

What do the screens show for `CCN1C(=O)[C@H]2[C@@H](c3ccc(-c4ccc(OC)cc4)c(OC)c3)N[C@@](C)(C(=O)OC)[C@H]2C1=O`?
CHO-K1 Ca antag: -13; CHO parental Ca: -9; TAAR1 antagonist: 3; M1 PAM parental: -10; OXTR ag: 1.2; V1R ag counter: 0.3; M1 ag parental: -0.1; OXTR potentiator: -14

Results for COc1ccc(-c2ccccc2)cc1NC(=O)C1(C)CCN1C(=O)C(C)C (stereo not drawn) ?
CHO-K1 Ca antag: 13; TAAR1 antagonist: -25; M1 PAM parental: -2; M1 ag parental: 3.3

How did COc1ccccc1Cn1cccc1C=O do in these assays?
CHO-K1 Ca antag: -15; CHO parental Ca: -8; TAAR1 antagonist: 5; M1 PAM parental: 10; OXTR ag: -1.9; V1R ag counter: -0.8; M1 ag parental: 0.6; GPR7 antag: 6; OXTR potentiator: -7

How did Oc1ccccc1CNc1ccc(OC(F)(F)F)cc1 do in these assays?
CHO-K1 Ca antag: -7; CHO parental Ca: 13; TAAR1 antagonist: 30; M1 PAM parental: 8; OXTR ag: 8.5; V1R ag counter: 10; M1 ag parental: 4.2; GPR7 antag: -17; OXTR potentiator: -29

Results for CCOc1cccc(C(=O)Nc2cccc(NC(=O)c3ccco3)c2)c1 ?
CHO-K1 Ca antag: -12; CHO parental Ca: -23; TAAR1 antagonist: 31; M1 PAM parental: 13; OXTR ag: -1.5; V1R ag counter: 0.5; M1 ag parental: 4.0; GPR7 antag: -4; OXTR potentiator: -24

How did C=CCn1c(SCc2cc(=O)n3cc(C)ccc3n2)nnc1-c1cccc(C)c1 do in these assays?
CHO-K1 Ca antag: -7; CHO parental Ca: -11; TAAR1 antagonist: 4; M1 PAM parental: 17; OXTR ag: 1.2; V1R ag counter: 3.5; M1 ag parental: 5.1; GPR7 antag: -9; OXTR potentiator: -7

What do the screens show for `O=C(N/C(=C/c1ccco1)C(=O)N1CCOCC1)c1ccccc1Br`?
CHO-K1 Ca antag: -1; CHO parental Ca: -6; TAAR1 antagonist: -22; M1 PAM parental: -10; OXTR ag: 0.5; V1R ag counter: 0.9; M1 ag parental: 0.2; GPR7 antag: -7; OXTR potentiator: 2

How did Cc1ccc(S(=O)(=O)N2C(=O)CCC2C(=O)N2CCN(C)CC2)cc1 (stereo not drawn) do in these assays?
CHO-K1 Ca antag: -8; CHO parental Ca: -6; TAAR1 antagonist: -13; M1 PAM parental: 29; OXTR ag: 0.2; V1R ag counter: 0.1; M1 ag parental: 0.5; GPR7 antag: -11; OXTR potentiator: -6

How did COc1cccc(NC(=O)CSc2nnc(Cc3ccc(C)cc3)c(=O)n2N)c1 do in these assays?
CHO-K1 Ca antag: 12; CHO parental Ca: -4; TAAR1 antagonist: -29; M1 PAM parental: 15; OXTR ag: -2.4; V1R ag counter: -1.5; M1 ag parental: -0.2; OXTR potentiator: -1

How did Cc1ccccc1[C@]1(C)ON(c2ccccc2C(F)(F)F)C1=O do in these assays?
CHO parental Ca: -2; OXTR ag: -1.0; V1R ag counter: 0.8; OXTR potentiator: -5

Results for COc1cccc(/C=C2\N=C(c3c(-c4ccccc4)noc3C)OC2=O)c1OC ?
CHO-K1 Ca antag: -12; CHO parental Ca: -5; TAAR1 antagonist: 2; M1 PAM parental: 27; OXTR ag: -0.6; V1R ag counter: 0.8; M1 ag parental: 0.7; GPR7 antag: -6; OXTR potentiator: 4

Results for CCN(C[C@H]1N[C@@](C)(C(=O)OC)[C@H]2C(=O)N(C)C(=O)[C@@H]12)C(=O)Nc1ccccc1 ?
CHO-K1 Ca antag: -11; CHO parental Ca: -7; TAAR1 antagonist: -25; M1 PAM parental: 3; OXTR ag: 1.8; V1R ag counter: 1.6; M1 ag parental: 0.3; OXTR potentiator: -1

Results for CC(C)COc1ccc(C(=O)Nc2scc(-c3ccc(Cl)cc3Cl)c2C(N)=O)cc1 ?
CHO-K1 Ca antag: 14; CHO parental Ca: -25; TAAR1 antagonist: 7; M1 PAM parental: -3; OXTR ag: -0.9; V1R ag counter: -0.8; M1 ag parental: -0.1; GPR7 antag: -5; OXTR potentiator: -6

How did Cn1ccc2c(-c3cncc4ccccc34)cc3c(c21)C1CCC3O1 (stereo not drawn) do in these assays?
CHO-K1 Ca antag: 1; TAAR1 antagonist: -6; M1 PAM parental: 4; M1 ag parental: 0.6

Fetched one by one from above (two):
How did Cn1ccc2c(-c3cncc4ccccc34)cc3c(c21)C1CCC3O1 (stereo not drawn) do in these assays?
CHO-K1 Ca antag: 1; TAAR1 antagonist: -6; M1 PAM parental: 4; M1 ag parental: 0.6

How did C=CCn1c(SCc2cc(=O)n3cc(C)ccc3n2)nnc1-c1cccc(C)c1 do in these assays?
CHO-K1 Ca antag: -7; CHO parental Ca: -11; TAAR1 antagonist: 4; M1 PAM parental: 17; OXTR ag: 1.2; V1R ag counter: 3.5; M1 ag parental: 5.1; GPR7 antag: -9; OXTR potentiator: -7

Next section.
What do the screens show for `COc1ccc(Cl)cc1S(=O)(=O)NC(C)C(=O)NCc1cccnc1` (stereo not drawn)?
CHO-K1 Ca antag: -11; CHO parental Ca: -3; TAAR1 antagonist: -4; M1 PAM parental: 14; OXTR ag: 0.1; V1R ag counter: -0.2; M1 ag parental: 0.7; GPR7 antag: -8; OXTR potentiator: -6

Results for CCOC1=C2[C@@H](CN(S(=O)(=O)c3ccc(C)cc3)[C@H]2c2ccccc2F)[C@H]2C(=O)N(Cc3ccccc3)C(=O)[C@H]2C1 ?
CHO-K1 Ca antag: 15; TAAR1 antagonist: -9; M1 PAM parental: -1; M1 ag parental: 0.1

What do the screens show for `COc1ccc(OCc2nc3ccccc3[nH]2)cc1`?
CHO-K1 Ca antag: -1; CHO parental Ca: -11; TAAR1 antagonist: -6; M1 PAM parental: 8; OXTR ag: -1.0; V1R ag counter: -0.1; M1 ag parental: 0.9; GPR7 antag: -2; OXTR potentiator: -3

How did CCOC(=O)Cc1cc(=O)n2[nH]c(C)c(-c3ccccc3)c2n1 do in these assays?
CHO-K1 Ca antag: -1; CHO parental Ca: -10; TAAR1 antagonist: -2; M1 PAM parental: 13; OXTR ag: -1.6; V1R ag counter: -1.0; M1 ag parental: 0.0; GPR7 antag: -1; OXTR potentiator: -10

What do the screens show for `Cc1ccc(C(=O)Cn2c(C(=O)OCCO)cc3ccccc32)cc1`?
CHO-K1 Ca antag: -1; TAAR1 antagonist: -31; M1 PAM parental: 1; M1 ag parental: 0.8; GPR7 antag: 1

How did Cc1ccc(CN2C(=O)CCC2(C)C(=O)NCc2cccnc2)cc1 (stereo not drawn) do in these assays?
CHO-K1 Ca antag: 8; CHO parental Ca: -9; TAAR1 antagonist: -13; M1 PAM parental: -19; OXTR ag: -0.1; V1R ag counter: 0.1; M1 ag parental: 0.7; GPR7 antag: -4; OXTR potentiator: -14
